# Compound activity (PubChem)
# Tau fibril ThT – qHTS for Inhibitors of Tau Fibril Formation, Thioflavin T Binding; recombinant tau K18 P301L, heparin-induced fibrillization, ThT fluorescence; AID 1460, 2008; Potency, µM (top dose mostly 57.4 µM), without a hit: at the highest dose activity, negative = inhibition, actives largely listed as inhibitors; 2.1% of 270,000 active; note: % is set by controls: 0 for no effect and ±100 for the full control effect; nearly all actives have a fitted effect of over 55% in size
# Target sequence (P10636 561-689 P618L limits assumed): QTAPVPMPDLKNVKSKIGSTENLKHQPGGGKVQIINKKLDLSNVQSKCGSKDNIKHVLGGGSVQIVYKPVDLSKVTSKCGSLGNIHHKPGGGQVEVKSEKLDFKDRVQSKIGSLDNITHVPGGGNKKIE
#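 Heparin-induced (20 uM) aggregation of recombinant human K18 P301L tau, 15 uM unlabeled with 0.24 uM labeled, pH 7 acetate buffer, 6 hr at 37 C with compound. Fibrils quantified by 30 uM ThT fluorescence after 1 hr ambient incubation.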
# Tau fluor counter – Counterscreen qHTS for Inhibitors of Tau Fibril Formation, Fluorescence Polarization; AID 1463, 2008; Potency, µM (doses to about 57.7 µM), for the others: top-dose activity change, negative = decrease; tau K18 P301L Alexa594 fluorescence, heparin fibrillization; 0.93% of 280,000 active; note: % is set by controls: 0 for no effect and ±100 for the full control effect; nearly all actives have a fitted effect of over 55% in size
#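 Human tau K18 P301L (15 uM unlabeled, 0.24 uM Alexa 594-labeled) in 100 mM sodium acetate pH 7 with 20 uM heparin, 6 hr at 37 C. ThT 30 uM added, 1 hr ambient; Alexa 594 FP and total fluorescence read at 555/632 nm.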
# GAA spleen mod – qHTS Assay for Inhibitors and Activators of Human alpha-Glucosidase From Spleen Homogenate. Potency, µM (titrated, usually from 79.9 µM), inactives show at the top dose activity change, negative = inhibition, actives largely listed as inhibitors. human spleen homogenate, 4-MU-alpha-glucoside fluorescence. Lysosomal alpha-glucosidase (Homo sapiens), P10253. AID 2112, 2009. 0.006% of 240,000 active;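 note: 0% = enzyme with vehicle and -100% = no enzyme basal signal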
#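 Human spleen homogenate (1 ug) incubated with compounds and 1 mM 4-methylumbelliferyl-alpha-D-glucopyranoside in pH 5.0 citrate/phosphate buffer, 37 C, 40 min. Stopped at pH 10; 4-MU fluorescence (Ex 365/Em 440 nm); AC50 by Hill fit.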
# Tau fibril FP – qHTS for Inhibitors of Tau Fibril Formation, Fluorescence Polarization. 0.39% of 280,000 active. K18 P301L tau heparin fibrillization, Alexa594 FP, 6 h. AID 1468, 2008. Potency, µM (titrated, usually from 57.7 µM), without a hit: at the highest dose activity, negative = inhibition, usual class: inhibitors. Microtubule-associated protein tau (Homo sapiens), P10636; note: % is set by controls: 0 for no effect and ±100 for the full control effect; nearly all actives have a fitted effect of over 55% in size
#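 Human tau K18 […] P301L fragment, 15 uM unlabeled plus 0.24 uM Alexa 594-labeled tau (final), with compound and 20 uM heparin in 100 mM sodium acetate pH 7; 6 hr at 37 C, then Alexa 594 FP read.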
# GAA glycogen mod – qHTS Assay for Inhibitors and Activators of Human alpha-Glucosidase Cleavage of Glycogen; Potency, µM (doses to about 76.4 µM), for the others: top-dose activity change, negative = inhibition, most hits filed as inhibitors; recombinant GAA, glycogen substrate, Amplex Red glucose oxidase fluorescence; 0.38% of 300,000 active; Lysosomal alpha-glucosidase (Homo sapiens), P10253;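 note: 0% = full enzyme reaction and -100% = no-enzyme basal signal; the screen sought inhibitors and activators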
#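 Recombinant human alpha-glucosidase (4 nM final) hydrolysed bovine liver glycogen (30 ug) for 40 min at 37 C in pH 5.0 citrate/phosphate with 0.01% Tween-20. Released glucose detected by glucose oxidase/Amplex Red, Ex 573/Em 610 nm. Compounds up to 77 uM; AC50 from Hill fits.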
# HTT ATP protect – qHTS Multiplex Assay to Identify Dual Action Probes in a Cell Model of Huntington: Cytoprotection (ATP) | PC12 HTT-Q103 induced, cytoprotection, ATP luminescence, 40 h | Potency, µM (highest dose often 56.4 µM), for the others: cytoprotection (ATP increase), actives largely listed as activators | 0.14% of 230,000 active | AID 1471, 2008;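 note: % of control where 0% means no effect; nearly all actives have a fitted effect of over 45% in size; toxic huntingtin expression switched on by the ecdysone agonist tebufenozide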
#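 Quantitative HTS on tebufenozide-induced (100 nM) PC12 cells expressing HTTQ103 exon 1–GFP; compounds tested as a concentration series; survival measured via cellular ATP.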
# GLA spleen mod – qHTS Assay for Inhibitors and Activators of Human alpha-Galactosidase From Spleen Homogenate. Alpha-galactosidase A (Homo sapiens), P06280. human spleen homogenate, 4MU-alpha-Gal fluorescence, 40 min. Potency, µM (doses to about 80 µM), without a hit: top-dose activity change, negative = inhibition, actives largely listed as inhibitors. 0.008% of 240,000 active;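 note: 0% = enzyme with vehicle and -100% = no enzyme basal signal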
# Target sequence (P06280 32-429 limits assumed): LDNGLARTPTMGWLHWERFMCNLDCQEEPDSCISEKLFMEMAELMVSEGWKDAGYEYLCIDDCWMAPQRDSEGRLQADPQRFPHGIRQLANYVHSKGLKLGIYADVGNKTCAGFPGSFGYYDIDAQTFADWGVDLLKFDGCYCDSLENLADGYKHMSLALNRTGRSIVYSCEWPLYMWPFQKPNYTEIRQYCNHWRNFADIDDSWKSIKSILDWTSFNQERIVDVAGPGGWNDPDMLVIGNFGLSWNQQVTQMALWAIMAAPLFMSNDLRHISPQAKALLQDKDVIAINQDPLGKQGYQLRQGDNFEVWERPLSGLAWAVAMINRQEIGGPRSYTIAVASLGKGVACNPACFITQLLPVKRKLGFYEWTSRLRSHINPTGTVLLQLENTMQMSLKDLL
#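 Spleen homogenate 1 ug + cpd (titration) + 4-MU-alpha-D-galactopyranoside 1 mM; 37C 40 min; 50 mM citrate/phosphate pH 5.0, 0.01% Tween-20; stop pH 10; fluorescence 365/440; AC50 via Hill.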
# GAA inhib – qHTS Assay for Inhibitors of Human alpha-Glucosidase as a Potential Chaperone Treatment of Pompe Disease; purified human GAA, 4-MU-alpha-glucoside fluorescence; Potency, µM (highest dose often 76.9 µM), for the others: top-dose activity change, negative = inhibition, hits mostly inhibitors; 0.005% of 200,000 active;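 note: plate controls were uninhibited enzyme wells for no effect and no-enzyme background for full effect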
#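 Activity normalized between no-enzyme (basal) and enzyme-only wells. Conditions: 4 nM human enzyme, 400 uM fluorogenic substrate, citrate/phosphate pH 5.0 with Tween-20, 20 min room temperature, compounds up to 77 uM.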
# An asterisk follows results filed as active; u = inconclusive; x = not tested or not shown; [ ] = dose if it differs, or a comment. Calls come from the whole dose curve; as a rule, active = well fitted curve in the direction sought with a large enough effect; inconclusive = small, poorly fitted or top-dose-only effect, or another doubt; inactive = no such curve, though single readings can be large; an effect the other way counts as inactive or inconclusive. Potency is the fitted concentration of half-maximal effect.
no.	mol	Tau fibril ThT	Tau fluor counter	GAA spleen mod	Tau fibril FP	GAA glycogen mod	HTT ATP protect	GLA spleen mod	GAA inhib
1	CCC(Sc1nncn2c1cc1occc12)C(=O)Nc1ccc(C)c(Cl)c1 (configuration not stated)	-8.6%	u	x	u	-28.3%[76.3 µM]	x	x	x
2	CCOC(=O)Cc1[nH]nc2c1C(c1cccc(OC)c1OC)C(C#N)=C(N)O2 (configuration not stated)	-5.6%	-2.3%	1.5%	-4.9%	-9.6%	-18.6%[10 µM]	-0.3%	3.0%
3	N#C/C(=C\c1ccc(-c2ccc(Br)cc2)o1)C(=O)NCCc1c[nH]c2ccccc12	u	u	7.3%	7.0%	-3.9%	-10.9%[10 µM]	3.9%	-27.5%
4	CN(C)c1cccc(C(=O)OCC(=O)N(Cc2ccccc2)C2CCS(=O)(=O)C2)c1 (configuration not stated)	u	-20.8%	-2.5%	-2.1%	-2.0%	-14.3%	5.1%	0.0%
5	CS(=O)(=O)NCCC1=CCCCC1	-4.7%	-6.3%	-0.8%	-3.7%	2.7%	-17.6%	2.8%	9.0%
6	CC(=O)Oc1cc2c(cc1Cl)C1(CC(c3ccccc3Cl)O2)CC(C)(C)NC(=S)N1 (configuration not stated)	u	-25.5%	-5.1%	-10.7%	-1.6%	-31.6%	-4.7%	-11.3%
7	Cc1ccc(N2C(=O)C(Cl)=C(Nc3c(C)n(C)n(-c4ccccc4)c3=O)C2=O)cc1	28.2µM*	-26.6%	-9.4%	u	25.1µM*	8.3%[10 µM]	-20.0%	-5.3%
8	O=C(O)CCCNC(=O)c1ccc(NC(=O)Cc2ccc(Cl)cc2)cc1	-12.2%	-22.1%	-12.2%	-5.6%	7.6%	-16.0%	u	2.5%
9	Nc1ccc(C(=O)N/N=C2\CCCc3c2[nH]c2ccccc32)cc1	u	u	1.5%	9.8%	3.4%	-20.6%	-1.8%	1.9%
10	CN(c1cccc(NC(=O)CN(c2ccc(Cl)c(Cl)c2)S(=O)(=O)c2ccccc2)c1)S(C)(=O)=O	-9.0%	u	-5.1%	u	-10.6%	26.3%[10 µM]	0.6%	-9.9%
11	CCN1CCN(c2cc(-c3ccccc3)nc3cc(-c4cccc(F)c4)nn23)CC1	u	u	-10.2%	u	-5.2%	21.4%[10 µM]	1.8%	1.5%
12	COc1cc2c3c(c1)-c1c(sn(-c4cc(OC)ccc4OC)c1=S)C(C)(C)N3C(=O)C2=O	u	-26.5%	-7.6%	5.8%	-2.5%	-11.0%	-1.6%	-2.4%
13	CC(C)=C1C2CCC1C1C(=O)N(c3ccc4c(c3)OCO4)C(=O)C21 (configuration not stated)	-1.5%	-6.8%	-14.8%	-12.6%	7.0%	23.1%[10 µM]	23.7%	-4.1%
14	Nc1cc(Cl)ccc1N1CCCCCC1	-15.0%	-12.6%	5.5%	-3.0%	-11.8%	-6.7%[10 µM]	7.0%	-0.1%
15	c1ccc(CNc2ccc3c(c2)ncn3C2CCCCC2)nc1	-20.7%	-16.3%	-1.2%	2.5%	u	-2.3%[10 µM]	-2.9%	-0.2%

# An excerpt of these results, with values under each structure.
# Values run as follows: Tau fibril ThT, Tau fluor counter, GAA spleen mod, Tau fibril FP, GAA glycogen mod, HTT ATP protect, GLA spleen mod, GAA inhib
3: N#C/C(=C\c1ccc(-c2ccc(Br)cc2)o1)C(=O)NCCc1c[nH]c2ccccc12
→ u, u, 7.3%, 7.0%, -3.9%, -10.9%[10 µM], 3.9%, -27.5%
4: CN(C)c1cccc(C(=O)OCC(=O)N(Cc2ccccc2)C2CCS(=O)(=O)C2)c1 (configuration not stated)
→ u, -20.8%, -2.5%, -2.1%, -2.0%, -14.3%, 5.1%, 0.0%

# Going on with the list:
no.	mol	Tau fibril ThT	Tau fluor counter	GAA spleen mod	Tau fibril FP	GAA glycogen mod	HTT ATP protect	GLA spleen mod	GAA inhib
16	COc1ccccc1NC(=O)CN1CCN(CC(=O)Nc2ccc(OCc3ccccc3)cc2)CC1	u	-20.1%	-11.4%	2.5%	-2.6%	-72.6%[inhibitor]	-1.1%	-2.7%
17	COc1cc(CN(C(=O)c2ccc(Cl)cc2)C2CCS(=O)(=O)C2)cc(OC)c1OC (configuration not stated)	7.4%	-1.6%	x	1.9%	-0.5%[76.3 µM]	x	x	x
18	O=[N+]([O-])c1ccccc1Oc1ccc(C(F)(F)F)cn1	1.1%	-2.2%	-1.2%	-4.0%	18.2%	x	-11.7%	-14.3%
19	COc1ccc(CCC(=O)Nc2c(C)n(C)n(-c3ccccc3)c2=O)cc1	-0.9%	-4.3%	8.7%	3.5%	0.6%	-7.6%	-2.8%	-2.2%
20	CCNC(=S)NS(=O)(=O)c1ccc(CC)cc1	-9.6%	0.2%	-17.3%	-1.1%	-14.1%	10.1%	4.4%	-1.7%
21	Cn1c(=O)cc(SCC(=O)NCCc2ccc(Cl)cc2)c2cc(Cl)ccc21	-5.2%	-17.1%	x	1.0%	23.7%[76.3 µM]	x	x	x
22	CCOc1ccc(S(=O)(=O)Nc2ccccc2C(=O)N2CCCC2)cc1	1.6%	6.1%	-0.1%	1.9%	2.1%	x	-2.2%	0.7%
23	Cc1cc(/C=C2\SC(=S)NC2=O)cc(C)c1O	u	-16.4%	-2.2%	4.0%	u	14.7%[10 µM]	5.9%	-6.1%
24	NS(=O)(=O)c1ccc(NC(=O)COC(=O)c2cn(-c3ccccc3)nc2-c2ccc(F)cc2)cc1	-0.2%	u	-16.4%	12.6µM*	4.5%	-2.3%[10 µM]	-6.1%	2.1%
25	O=C(Nn1cnc2ccccc2c1=O)c1ccc([N+](=O)[O-])cc1Cl	-7.3%	7.6%	0.9%	9.1%	3.9%	-12.5%	-0.9%	-0.8%
26	CC(=O)Nc1ccc(/C(C)=N/NC(=O)c2ccc(CN3CCOCC3)cc2)cc1	u	-6.0%	3.1%	-5.2%	-2.0%	-10.5%	5.6%	-2.4%
27	CC(=NCCc1ccccc1)C1=C(O)COC1=O	-5.4%	-1.7%	-5.8%	0.2%	2.2%	1.5%	-3.2%	5.0%
28	O=C(CN1CCN(c2ccccc2)CC1)N1CCc2[nH]c3ccccc3c2C1	u	-21.8%	3.0%	7.2%	u	-28.9%	5.3%	0.8%
29	C=CCNC(=O)c1ccc(C2SCC(=O)N2Cc2ccccc2)cc1 (configuration not stated)	-5.4%	-4.2%	-10.1%	-3.4%	-7.8%	-3.8%[10 µM]	-0.4%	6.6%
30	COC(=O)c1ccc(CN2CCN(CC(C)C)C(CCO)C2)cc1 (configuration not stated)	-14.0%	-17.6%	-1.7%	-6.6%	6.6%	27.0%[10 µM]	9.8%	x

# An excerpt from above, limited to Tau fibril FP.
entry	molecule	Tau fibril FP
9	Nc1ccc(C(=O)N/N=C2\CCCc3c2[nH]c2ccccc32)cc1	9.8%
14	Nc1cc(Cl)ccc1N1CCCCCC1	-3.0%

# (continued)
no.	mol	Tau fibril ThT	Tau fluor counter	GAA spleen mod	Tau fibril FP	GAA glycogen mod	HTT ATP protect	GLA spleen mod	GAA inhib
31	Cn1cnnc1SCC(=O)Nc1ccccc1F	4.0%	8.4%	-1.1%	-5.4%	-11.3%	0.0%	-4.2%	4.6%
32	CCN1CCN(C(c2cccs2)C(C)NS(=O)(=O)c2ccc(Br)cc2)CC1 (configuration not stated)	-5.0%	-9.9%	-12.8%	-1.4%	8.8%	-21.4%	-18.9%	-6.6%
33	CC1CCN(C(=O)CSc2nnc(Cc3cccn3C)n2-c2ccc(F)cc2)CC1	-11.6%	-2.0%	0.6%	2.0%	3.2%	13.1%	2.0%	3.1%
34	CCN(Cc1ccccc1)Cc1c(O)ccc2c(=O)c(-c3ccccc3)c(C(F)(F)F)oc12	3.3%	-2.6%	x	-3.2%	-10.9%[76.3 µM]	x	x	x
35	Nn1c(SCC(=O)Nc2ccc(F)c(F)c2)nnc1C1CCCCC1	4.7%	-4.1%	1.1%	1.5%	3.2%	-13.8%[0.074 µM]	3.7%	-9.1%
36	COc1ccc(-n2c(SCC(=O)NCCC(C)C)nc3ccsc3c2=O)cc1	-5.0%	-13.0%	-8.1%	-3.6%	-0.4%	16.6%	5.6%	-7.1%
37	CC(=O)Nc1cccc(NC(=O)c2c(-c3c(Cl)cccc3Cl)noc2C)c1	-9.3%	-20.2%	-3.0%	1.2%	-3.4%	6.9%	2.2%	2.3%
38	COc1cccc(C(=O)NCC(=O)OCC(=O)Nc2cc(OC)c([N+](=O)[O-])cc2C)c1	-6.2%	-6.7%	0.0%	2.7%	-4.9%	-5.9%[10 µM]	-4.8%	4.8%
39	CCCCOC(=O)CSC1=C(C#N)C(c2ccccc2OCC)C(C#N)C(=O)N1 (configuration not stated)	u	-18.8%	-6.4%	4.9%	u	4.0%	6.4%	-5.7%
40	O=C(CCl)N=c1sccn1Cc1ccc(Cl)cc1Cl	-18.1%	-11.2%	-1.9%	-4.3%	-19.4%	-22.3%	-5.7%	-3.6%
41	Cc1nc(N)sc1C(=O)NN	-5.0%	-0.9%	-5.7%	-5.6%	-14.2%	-62.9%[inhibitor][10 µM]	-5.5%	6.9%[15.4 µM]
42	CN(C)C(=O)c1cc([N+](=O)[O-])cc([N+](=O)[O-])c1N(C)C	-7.7%	-5.2%	-5.3%	4.9%	7.3%	-8.4%	16.8%	5.8%
43	O=C(NC1CCCCCC1)c1cc(=O)[nH]c2ccc(S(=O)(=O)N3CCOCC3)cc12	-0.2%	-1.7%	0.0%	1.6%	-14.3%	-12.8%	3.9%	-13.6%
44	O=C(Nc1cccc(C(=O)N2CCOCC2)c1)c1cncc(Br)c1	-5.9%	-3.0%	-10.9%	-6.2%	7.0%	5.8%	-16.5%	1.8%
